SMARCA2 activ: SMARCA2 (BRM) function activators, primary screen, cell-based, luminescence, high throughput | MG213 cells, MMTV-luciferase reporter, dexamethasone, overnight | activation, % at 9.1 µM | 370,000 tested, 1% active; in the data active = activation above about 7.8%;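 note: 0% = vehicle wells and 100% = reference activator wells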
hgDAF-12 ag: H. glycines DAF-12 receptor agonists, primary screen, cell-based, luminescence, HEK293, GAL4 fusion, UAS-luciferase; 370,000 tested, 1.8% active; activation, % at 6.8 µM; HEK293 GAL4-hgDAF12 UAS-luciferase reporter, agonist luminescence; normalized to butyrate control;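 active = activation above a cutoff set at the mean of all screened compounds plus 3 SD, cut at about 10% in these data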;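 note: 0% = DMSO wells and 100% = sodium butyrate wells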
DAX1 inh-1: DAX1 (NR0B1) inhibitors on StAR promoter, primary screen, cell-based, luminescence, SF-1 (NR5A1), full-length DAX-1. AID 652010, 2013. HEK293T StAR-luciferase reporter, SF-1/DAX-1 repression relief. inhibition, % at 6.8 µM. 370,000 tested, 1.1% active;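 active = inhibition above the mean over all tested compounds plus 3 SD, cut at about 3.6% in these data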;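 note: 0% = DAX-1 cells with DMSO and 100% = cells lacking DAX-1 with DMSO; higher inhibition means more luminescence from relief of DAX-1 repression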
NPR1 activator: GC-A stimulated cGMP production enhancers – HEK293 GC-A cells, cGMP TR-FRET, EC30 ANP, primary screen; Atrial natriuretic peptide receptor 1 (Homo sapiens), P16066; 0% at EC30 ANP, 100% saturating ANP; activation, % at 10 µM; 370,000 tested, 0.14% active; AID 1671463, 2021; in the data active = activation above about 40%
ADAM17 inh: ADAM17 inhibitors, primary screen, biochemical, QFRET | Disintegrin and metalloproteinase domain-containing protein 17 (Homo sapiens), P78536 | recombinant ADAM17, EDANS/DABCYL FRET peptide cleavage | inhibition, % at 6.95 µM | 370,000 tested, 0.83% active;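 active = inhibition above the mean of compounds lying between control limits plus 3 SD, set per campaign, cut at about 8.5% in these data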;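 note: 0% = DMSO-only wells as the low control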
hcDAF-12 act: H. contortus DAF-12 nuclear receptor activators, primary screen, cell-based, luminescence, HEK293, lit1-tk-luc reporter | activation, % at 6.8 µM | 370,000 tested, 1.4% active | HEK293 hcDAF-12 lit1-tk-luc reporter; 0% DMSO, 100% Δ7-dafachronic acid;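 active = activation above the mean of all tested compounds plus 3 SD, cut at about 5.5% in these data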;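 note: 100% = response to 3 µM Δ7-dafachronic acid high control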
ADAM10 inh: human ADAM10 inhibitors, primary screen, biochemical, QFRET, HTS | recombinant ADAM10, EDANS/DABCYL FRET peptide cleavage, 3 h | AID 720582, 2013 | inhibition, % at 7 µM | Disintegrin and metalloproteinase domain-containing protein 10 (Homo sapiens), O14672 | 370,000 tested, 0.62% active;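 active = inhibition above a per-campaign cutoff equal to the mean of compounds falling between control-based bounds plus 3 SD, cut at about 20% in these data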;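 note: 0% = DMSO wells while the 100% control is not disclosed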
Target sequence (O14672 214-748 limits assumed): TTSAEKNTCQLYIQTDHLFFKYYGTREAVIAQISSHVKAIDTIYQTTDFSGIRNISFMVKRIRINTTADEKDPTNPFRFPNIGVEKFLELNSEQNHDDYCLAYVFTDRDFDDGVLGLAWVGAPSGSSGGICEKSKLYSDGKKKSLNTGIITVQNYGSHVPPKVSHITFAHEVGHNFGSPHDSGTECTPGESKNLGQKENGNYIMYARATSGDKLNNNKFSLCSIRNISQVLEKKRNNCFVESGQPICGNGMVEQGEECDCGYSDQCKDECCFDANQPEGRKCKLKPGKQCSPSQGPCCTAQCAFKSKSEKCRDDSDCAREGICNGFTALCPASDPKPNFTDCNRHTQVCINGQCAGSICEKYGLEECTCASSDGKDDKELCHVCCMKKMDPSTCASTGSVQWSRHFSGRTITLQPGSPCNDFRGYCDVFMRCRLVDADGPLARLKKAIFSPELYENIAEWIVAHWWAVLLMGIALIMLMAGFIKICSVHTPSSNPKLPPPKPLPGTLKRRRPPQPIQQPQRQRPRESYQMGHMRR
ssDAF12 agonist: S. stercoralis DAF-12 nuclear receptor activators, primary screen, cell-based, luminescence, HEK293, GRIP1 co-expression, lit1-tk-luc. HEK293 ssDAF-12/GRIP1 lit1-tk-luc reporter; % of 3 µM dafachronic acid response. Nuclear hormone receptor DAF-12 (Strongyloides stercoralis). activation, % at 6.8 µM. 370,000 tested, 1% active;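 active = activation above the mean over all tested compounds plus 3 SD, cut at about 0.9% in these data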;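 note: 0% = DMSO-only wells and 100% = 3 µM delta7-dafachronic acid wells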
PG9 binder: binders of HIV-1 gp120 antibody PG9, primary screen, biochemical, TR-FRET | TR-FRET gp120-PG9 antibody binding | 360,000 tested, 0.43% active | AID 624416, 2012 | HIV-1 gp120 / PG9 antibody interaction | inhibition, % at 6.7 µM; in the data active = inhibition above about 8.5%
FXN GAA850 act: FXN promoter activators, primary screen, cell-based, luciferase luminescence, HEK293 lucGAA850; AID 540364, 2011; activation, % at 6 µM; HEK293 lucGAA850 FXN promoter luciferase reporter, 24 h; percent of 10 µM SAHA response; 360,000 tested, 0.56% active;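 active = activation above the average of all compounds screened plus 3 SD, cutoff fixed separately per campaign, cut at about 7.5% in these data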;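 note: 0% = DMSO wells and 100% = 10 µM SAHA wells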
DAX1 inh-2: DAX1 (NR0B1) inhibitors, primary screen, cell-based, HEK293, Gal4-DAX1, luciferase luminescence. Nuclear receptor subfamily 0 group B member 1 (Homo sapiens), P51843. HEK293 Gal4-DAX1 luciferase reporter. inhibition, % at 6.75 µM. 340,000 tested, 0.99% active. AID 504766, 2011;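 active = inhibition above the mean over all tested compounds plus 3 SD, cut at about 4.2% in these data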;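 note: 0% = DAX1-transfected cells with DMSO and 100% = empty-vector control cells with DMSO; inhibition shows as a rise in luminescence from relieved DAX1 repression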
Target sequence (P51843 207-470 limits assumed): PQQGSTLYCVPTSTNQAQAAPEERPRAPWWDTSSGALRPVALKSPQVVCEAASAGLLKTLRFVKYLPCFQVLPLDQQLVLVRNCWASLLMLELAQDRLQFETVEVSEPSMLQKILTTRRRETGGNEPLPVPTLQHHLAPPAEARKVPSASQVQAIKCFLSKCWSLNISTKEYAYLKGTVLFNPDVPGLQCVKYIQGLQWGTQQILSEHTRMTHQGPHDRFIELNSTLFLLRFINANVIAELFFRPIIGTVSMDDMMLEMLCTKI
Numbers without * were called inactive; / = not tested or not shown.

SMILES	SMARCA2 activ	hgDAF-12 ag	DAX1 inh-1	NPR1 activator	ADAM17 inh	hcDAF-12 act	ADAM10 inh	ssDAF12 agonist	PG9 binder	FXN GAA850 act	DAX1 inh-2
Cn1cnnc1SCC(=O)NC1CCCCCC1	0	-1.0	2.8	2	-3	2.9	-2	-0.5	-1.4	2.2	1.3
COc1cccc(OC)c1OCC(O)CN1CCN(c2ccccc2F)CC1 (stereo not given)	0	-1.4	-0.1	-1	-1	0.3	-2	-1.2	-1.8	0.7	-0.7
CS/C(=N\S(=O)(=O)c1ccc(Cl)cc1)c1ccccc1	-1	0.3	0.4	-3	-2	1.6	0	-1.1	-2.8	-0.3	0.1
O=C(Nc1ccccc1Cl)c1ccccc1Cc1ccccc1	-3	0.0	-0.4	-6	-2	-2.3	4	-1.7	0.0	0.9	0.9
CC(=O)OCC(=O)Nc1ccc([N+](=O)[O-])cc1Cl	1	0.4	-0.1	2	-1	0.1	1	-1.8	-2.6	0.5	-0.4
NC(=O)NOCc1ccc(Cl)cc1Cl	-3	0.7	-0.2	1	0	-0.1	-9	-1.4	-0.8	5.7	0.5
CCCN(C(=O)c1cccc(S(=O)(=O)N2CCN(C)CC2)c1)c1c(N)n(Cc2ccccc2)c(=O)[nH]c1=O	-3	0.5	0.3	7	-10	0.8	-21	-1.0	2.2	1.5	0.3
CC1=C(C(=O)N2CCCCCC2)CC(CC(=O)NCCc2ccccn2)C(=O)N1Cc1ccccc1 (stereo not given)	0	1.1	0.7	0	1	-0.7	-1	-1.0	0.6	/	/
Cc1ccc(OC(C)C(=O)OCC(=O)Nc2sccc2C(N)=O)cc1 (stereo not given)	-5	1.4	-0.4	-2	0	-1.1	-4	-1.1	-0.2	-0.5	0.1
CCOCCCN(C(=O)Cn1nnc(-c2ccc(OC)c(OC)c2)n1)C(CC)C(=O)NC1CCCC1 (stereo not given)	-2	-0.5	-1.5	-5	1	-2.2	3	-1.9	-1.1	4.0	0.1
CCOc1ccc(CCNC(=O)C(O)c2ccccc2)cc1 (stereo not given)	0	-1.0	-0.2	1	-2	-0.7	2	-1.2	-1.7	-0.1	-0.4
CC(C)(CO)NC(=O)C12CC3CC(CC(Br)(C3)C1)C2	-2	-0.2	0.0	0	-1	-0.7	-1	-1.4	0.9	-0.9	2.2
C=CC(C)N1C(=O)S/C(=C\c2ccc(N3CCOCC3)cc2C)C1=O (stereo not given)	-3	7.1	0.6	-6	-4	1.4	0	-0.8	-1.6	4.5	1.8
Cc1cc(NC(=O)CSc2nnc(-c3ccco3)n2Cc2ccco2)no1	-3	-1.9	-0.2	1	-2	-0.7	-3	-0.9	0.1	-3.0	-0.5
Cn1cc(CN2CCCC(C(=O)c3cc(F)ccc3F)C2)c2ccccc21 (stereo not given)	-4	-0.6	0.0	-5	-3	1.9	-1	-1.0	-0.8	0.3	-0.7
CCOc1ccccc1N(CC(=O)Nc1ccccc1C(=O)NCc1ccco1)S(C)(=O)=O	-2	-2.2	-1.0	1	0	-1.0	0	-1.8	1.5	-2.6	-0.5
CN(C(=O)COC(=O)c1ccc([N+](=O)[O-])cc1Cl)C1CCCCC1	-1	0.5	-1.0	2	5	-1.6	-1	-1.7	0.9	-0.4	-0.8
OCCC1CN(Cc2cccnc2)CCN1CCc1ccccc1 (stereo not given)	-1	-2.8	0.0	1	-3	2.0	3	-0.4	-1.1	-0.9	-1.0
Cc1[nH]c2ccccc2c1C(=O)C(=O)NCc1nnnn1-c1ccc(F)c(F)c1	-1	-3.8	-0.6	1	0	-0.9	4	-0.9	-1.1	0.9	0.3
COCCCNC(=S)Nc1cc(C)c(C)cc1C	8.6*	-1.2	0.4	7	-1	-0.4	2	-1.0	-0.8	-0.5	-0.3
CCOC(=O)c1ccc(NC(=O)c2cc(=O)[nH]c3ccccc23)cc1	0	-1.0	-2.0	1	-6	-2.5	-32	-2.0	-5.6	2.3	-0.4
COc1ccc(NC(=O)C2(C)CCN2Cc2ccc(C(C)C)cc2)cc1OC (stereo not given)	-6	-4.3	-1.1	1	0	-3.0	-1	-1.9	-1.6	1.7	/
CCN(C(=O)COC(=O)C1CCN(S(=O)(=O)c2cccs2)CC1)c1ccccc1	3	1.1	-0.3	5	0	-1.8	-1	-1.4	-0.3	-0.2	0.1
COc1ccc(CCNC(=O)C2CCN(S(=O)(=O)c3ccc(-n4cnnn4)cc3)CC2)cc1OC	2	-0.1	-0.5	-2	-3	-1.8	-1	-1.0	1.8	0.2	-1.9

SMARCA2 activ, what is marked active above
SMILES	SMARCA2 activ	DAX1 inh-1	NPR1 activator	ADAM17 inh	hcDAF-12 act	ADAM10 inh	ssDAF12 agonist	PG9 binder	FXN GAA850 act	DAX1 inh-2
COCCCNC(=S)Nc1cc(C)c(C)cc1C	8.6*	0.4	7	-1	-0.4	2	-1.0	-0.8	-0.5	-0.3

(next part)
SMILES	SMARCA2 activ	hgDAF-12 ag	DAX1 inh-1	NPR1 activator	ADAM17 inh	hcDAF-12 act	ADAM10 inh	ssDAF12 agonist	PG9 binder	FXN GAA850 act	DAX1 inh-2
CNS(=O)(=O)c1cccc(C(=O)OCc2csc(-c3ccccc3)n2)c1	-1	5.7	-0.1	3	-3	1.9	1	-1.5	1.5	-5.4	-1.6
O=C(CCOc1cccc(Br)c1)NNC(=O)COc1ccc(F)cc1	2	0.9	0.2	2	-1	0.0	-1	0.1	0.3	-0.6	-0.3
CCOC(=O)Cn1nc(-c2ccc(Cl)cc2)cc1N	1	3.6	0.4	5	4	0.5	3	-1.4	-1.4	4.8	3.7
CCOc1ccccc1N1CN(Cc2ccccc2)CNC1=S	-2	1.6	-0.4	-5	-4	-1.0	-1	-0.6	-1.9	0.8	/
Cn1c(=O)oc2cc(S(=O)(=O)NCCCN3CCCC3=O)ccc21	1	1.1	-0.8	1	-4	1.7	-10	-0.8	-0.4	1.3	2.1
O=C(Nc1nn[nH]n1)C12CC3CC(CC(C3)C1)C2	3	-0.3	-0.2	5	4	-1.8	5	-1.9	0.2	-0.5	-0.7
Cc1c(CCOC(=O)c2cc([N+](=O)[O-])ccc2Cl)sc[n+]1CCCCS(=O)(=O)[O-]	-1	-1.5	-0.5	1	-2	0.7	-4	-1.2	-0.9	-1.6	0.0
CCc1ccccc1SCc1noc(C(=O)NCC2CCCO2)c1C(=O)O (stereo not given)	0	1.4	0.4	-4	-2	-1.8	-2	-1.4	-0.3	-0.6	1.2
CC1(C)N=C(N)N=C(N)N1c1cccc(C(=O)O)c1	-3	1.9	0.5	-1	-5	-0.5	-8	-1.6	1.1	1.6	-2.7
CCOC(=O)CCc1c(C)c2ccc(OCc3ccc([N+](=O)[O-])cc3)cc2oc1=O	-2	0.3	0.3	-2	-18	0.8	-39	-1.1	-0.7	-1.2	0.7
COc1ccc(Cl)cc1C=CC=NNC(=O)c1ccncc1	0	1.2	-0.9	-3	-4	-1.7	-18	-1.3	-3.0	0.8	0.9
NC(=O)COC(=O)C1CSC2(c3ccc(F)cc3)CCC(=O)N12 (stereo not given)	-1	-1.0	0.0	-1	2	-1.1	7	-1.5	0.5	1.7	0.4
CCOc1ccc(CNC(=O)CCCC(=O)n2nc(C)c3ccccc32)cc1	-2	0.3	-0.3	-3	-2	-1.7	-2	-0.9	-1.4	-1.2	-0.5
CC12CCC(=O)N1c1ccccc1C(=O)N2c1ccccc1 (stereo not given)	-1	-1.9	0.3	2	0	-1.7	0	-1.4	-0.5	1.5	2.0
Clc1cc2cccnc2c2ccccc12	-1	-2.1	0.4	1	-6	-2.3	-3	-1.8	-0.1	2.0	0.5
COc1cc2c(cc1OC)C1c3ccc(OC)c(OC)c3OCC1(O)C2 (stereo not given)	-3	-1.1	-0.2	1	-4	-0.4	-5	-1.6	-2.2	0.7	1.1
Cc1oc(-c2ccc3c(c2)OCCO3)cc1C(=O)O	-9	-9.8	-2.4	2	-8	-4.5	-16	-2.7	-2.2	-7.2	-4.4
CCOc1ccc(Oc2ccc(Cl)cc2NC(=O)C2=COCCO2)cc1	-2	3.4	1.3	2	-1	-0.5	4	-0.6	-0.6	2.4	-0.5
O=C1c2cccc3c([N+](=O)[O-])ccc(c23)C(=O)N1CC1CCCO1 (stereo not given)	7	-2.7	-1.1	31	0	-0.4	-7	-1.3	-2.2	-1.1	-1.7
CC(C)(C)c1cc(Cl)ccc1OCCOCCN1CCCC1	-3	-0.6	-0.2	-11	-1	-0.5	-6	-0.7	0.6	2.1	0.1
CCOC(=O)C1=CCN(S(=O)(=O)c2ccc(Br)cc2)C1c1ccccc1 (stereo not given)	-4	0.1	0.2	-7	0	-2.7	-2	-1.3	-1.6	/	/
CC1C=CCC2C(=O)N(c3cccc(C(=O)NCCc4ccccc4)c3)C(=O)C12 (stereo not given)	-2	2.7	0.4	6	-1	-1.5	-9	-1.5	-1.7	2.4	1.2
Cc1ccc(C(=O)C(C)OC(=O)Cn2c(C)csc2=O)cc1 (stereo not given)	-2	1.6	0.2	-2	2	-1.0	-2	-0.7	-3.7	0.8	0.6
Cc1cc(/C=C2/C(=N)N3C(c4ccccc4)=CSC3=NC2=O)c(C)n1-c1ccc(Cl)cc1	-2	1.8	0.4	-6	-2	-2.2	-10	-1.8	0.6	1.4	0.7
N#CN=C1SCCS1	1	-1.1	-0.2	1	-4	-1.4	-1	-0.8	-2.6	-1.9	0.8
CCOc1ccc(CNC(=O)C2Cc3cc(S(=O)(=O)N4CCCC4)ccc3N2C(C)=O)cc1 (stereo not given)	-3	-1.1	-1.1	-3	-1	-1.0	-10	-1.2	-3.5	1.8	0.1
COc1ccc(/C(C)=N/N=C(N)N)c(OC)c1	-3	2.9	-0.1	-5	-1	-1.2	-8	-1.5	0.5	-0.4	-1.2
CC(C)c1nc(N2CCN(C(=O)c3ccco3)CC2)c2c3c(sc2n1)CCCC3	-2	-2.0	-1.6	-4	-32	-3.3	-98	-2.3	0.9	0.4	-1.6
CCOc1ccc(CCNC(=O)CSc2nn(-c3ccc(C)c(Cl)c3)c(=S)s2)cc1OCC	-1	1.5	0.0	-14	3	0.2	1	0.2	-0.1	2.7	1.8
